# Screening data: PubChem, National Center for Advancing Translational Sciences (NCATS)
# IL2 activator: activates IL-2 in a cell-based reporter assay; IL-2 activation reporter assay, cell-based qHTS; stimulated with anti-CD3/CD4/CD28 beads; in transgenic mouse T cells; activation, % (series mostly up to about 46 µM); 360,000 tested, 0.065% active; in the data active = activation above about 50%; inconclusive = mostly about 30% to 49%; also: 0% is about no effect
#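 EGFP and DsRed fluorescence is measured by plate cytometry in unstimulated transgenic mouse T cells exposed to compound for 60 minutes, then stimulated 18 hours at 37 degrees C with anti-CD3/anti-CD4 beads plus anti-CD28.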
# WRN inhibitor: blocks human WRN helicase. Potency, µM (titrated, usually from 114 µM), for inactives: top-dose activity change, negative = inhibition, usual class: inhibitors. WRN helicase unwinding, fluorescent forked duplex, kinetic. 360,000 tested, 0.46% active. Q14191. AID 651768; also: potency is read from the fitted curve at half-maximal effect; % is scaled to controls: 0 for no effect and ±100 for the full control effect; nearly all actives have a fitted effect of over 55% in size
# Target sequence (Q14191 whole entry, looked up): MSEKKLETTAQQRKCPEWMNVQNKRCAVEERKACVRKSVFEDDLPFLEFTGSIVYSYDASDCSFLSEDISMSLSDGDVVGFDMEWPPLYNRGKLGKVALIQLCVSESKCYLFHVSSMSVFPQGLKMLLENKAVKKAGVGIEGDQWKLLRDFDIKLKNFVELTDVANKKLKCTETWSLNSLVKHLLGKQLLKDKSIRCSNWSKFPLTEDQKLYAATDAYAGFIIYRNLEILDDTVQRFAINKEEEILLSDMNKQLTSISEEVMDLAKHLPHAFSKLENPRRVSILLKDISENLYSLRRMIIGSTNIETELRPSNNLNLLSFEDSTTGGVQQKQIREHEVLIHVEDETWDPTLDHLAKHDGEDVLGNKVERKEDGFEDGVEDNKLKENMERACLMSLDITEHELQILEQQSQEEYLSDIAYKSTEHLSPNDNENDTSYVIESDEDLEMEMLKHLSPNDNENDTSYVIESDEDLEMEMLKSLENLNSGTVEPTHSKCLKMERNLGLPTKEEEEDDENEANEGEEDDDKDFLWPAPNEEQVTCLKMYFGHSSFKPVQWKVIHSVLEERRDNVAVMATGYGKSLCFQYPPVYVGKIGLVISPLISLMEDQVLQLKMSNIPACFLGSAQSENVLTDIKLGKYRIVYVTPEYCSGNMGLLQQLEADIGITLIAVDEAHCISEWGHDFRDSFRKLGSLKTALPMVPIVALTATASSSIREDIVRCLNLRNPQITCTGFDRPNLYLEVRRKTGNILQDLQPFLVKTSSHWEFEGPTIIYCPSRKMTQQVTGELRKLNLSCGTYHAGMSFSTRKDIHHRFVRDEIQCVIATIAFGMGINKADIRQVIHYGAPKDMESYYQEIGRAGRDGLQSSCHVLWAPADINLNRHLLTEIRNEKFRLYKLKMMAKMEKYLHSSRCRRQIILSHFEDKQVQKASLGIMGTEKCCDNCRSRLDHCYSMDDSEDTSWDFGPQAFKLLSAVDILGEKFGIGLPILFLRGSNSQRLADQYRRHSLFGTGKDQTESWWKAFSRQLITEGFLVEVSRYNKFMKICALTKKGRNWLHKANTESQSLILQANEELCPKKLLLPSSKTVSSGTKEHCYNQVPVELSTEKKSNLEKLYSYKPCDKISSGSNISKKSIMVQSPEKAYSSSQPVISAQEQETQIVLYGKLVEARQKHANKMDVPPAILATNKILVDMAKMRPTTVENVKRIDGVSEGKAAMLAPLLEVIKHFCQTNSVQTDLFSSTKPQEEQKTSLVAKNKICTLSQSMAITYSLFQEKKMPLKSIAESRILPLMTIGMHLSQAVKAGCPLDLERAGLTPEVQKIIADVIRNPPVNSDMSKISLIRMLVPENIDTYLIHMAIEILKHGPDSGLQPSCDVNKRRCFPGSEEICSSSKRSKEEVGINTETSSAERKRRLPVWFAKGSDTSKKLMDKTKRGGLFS
#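 WRN at 20 nM final preincubated with compound 15 min at room temperature; reaction started with 100 nM fluorophore/quencher forked duplex oligonucleotide and 2 mM ATP final. Unwinding followed kinetically by red fluorescence (ex 525, em 598 nm).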
# DRD3 antagonist: blocks the human D3 dopamine receptor | P35462 | D3R cells, DiscoveRx beta-arrestin luminescence, antagonist mode; stronger effect = lower value | max response, negative = inhibition, % | 360,000 tested, 2.5% active; in the data active = max response below about -50%; inconclusive = no clear call, values can overlap the other calls; also: % is scaled to controls: 0 for no effect and ±100 for the full control effect; mostly tested at two doses, the higher about 12 µM
#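 Cells expressing the human receptor were seeded at 1500 cells/well, incubated overnight at 37 degrees C in 5% CO2, then exposed to library compounds with dopamine controls for 90 minutes at 37 degrees C before luminescent detection.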
# GLP1R inv ag: GLP-1 receptor (human) inverse agonism. HEK293 GLP-1R CRE-luciferase, luminescence, 24 h; GLP-1R form is constitutively active. Potency, µM (doses to about 38.3 µM), for inactives: at the highest dose activity change, negative = inhibition, usual class: inhibitors. P43220. 410,000 tested, 1.6% active; also: potency is read from the fitted curve at half-maximal effect; % is scaled to controls: 0 for no effect and ±100 for the full control effect; nearly all actives have a fitted effect of over 55% in size
#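 qHTS in 1536-well format: reporter HEK293 cells expressing constitutive GLP-1R activity in DMEM + 10% Nu serum, 24 hr with compounds at 37 deg C, luminescence read after 12 min with detection reagent.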
# DRD3 agonist: D3 dopamine receptor (human) agonism; 410,000 tested, 0.58% active; max activation, %; P35462; AID 652048; D3R DiscoveRx beta-arrestin cells, luminescence, 90 min; in the data active = max activation above about 30%; also: 0% is about no effect; mostly tested at two doses, the higher about 12 µM
#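 Cells at 1500/well, incubated overnight, then treated with pinned compounds (dopamine as control) for 90 min at 37 degrees C. DiscoveRx reagent added for 30 - 60 minutes at room temperature; luminescence read.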
# PI5P4Ka inh: blocks human PI5P4K alpha kinase activity | P48426 | PI5P4Kalpha enzyme, ADP-Glo luminescence, 60 min; stronger effect = lower value | max response, % | 330,000 tested, 1.2% active | AID 652105; active = max response of -50% or lower; inconclusive = between -30% and -50%; inactive = -30% or higher; also: value at the top dose of about 77 µM; % is scaled to controls: 0 for no effect and ±100 for the full control effect
#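 Enzyme plus substrate dispensed, test compounds pinned in, then ATP (5 microM final) added. After 60 min at RT, ADP-Glo reagent 1 for 45 min and reagent 2 for 30 min preceded luminescence imaging.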
# GLP1R cytotox: cytotoxicity in counter-screen for GLP-1R inverse agonists | AID 624418 | 410,000 tested, 0.13% active | Potency, µM (top dose mostly 38.3 µM), for the others: at the top dose activity change, negative = inhibition, most hits filed as inhibitors | HEK293 cAMP-luciferase reporter cells, luminescence, 24 h;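 also: loss of luciferase light is scored as toxicity; potency is read from the fitted curve at half-maximal effect; % is scaled to controls: 0 for no effect and ±100 for the full control effect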
#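 Cells in DMEM/10% Nu serum/1% pen-strep, 1536-well format. Pre-incubated 12 h, dosed with 23 nL compound, incubated a further 24 h. Luciferase detection, 12 min at room temp, luminescence.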
# PLK1 PBD block: PLK1 (human) polo-box domain binding inhibition; P53350; Plk1 PBD binding of FITC phosphopeptide, fluorescence polarization; Potency, µM, inactives show max response, negative = inhibition, hits mostly inhibitors; 360,000 tested, 2.8% active; also: potency is read from the fitted curve at half-maximal effect; series mostly up to about 57 µM; % is scaled to controls: 0 for no effect and ±100 for the full control effect; nearly all actives have a fitted effect of over 65% in size
# GLP1R ag: agonists of human GLP-1 receptor. P43220. HEK293 GLP-1R CRE-luciferase, luminescence, 4-6 h; cells express a hypersensitive GLP-1R form. Potency, µM (titrated, usually from 45.6 µM), inactives show at the top dose activation, actives largely listed as activators. 380,000 tested, 0.007% active; also: potency is read from the fitted curve at half-maximal effect; % of control where 0% means no effect
# The depositor's hits bear a star; ? = inconclusive; . = no result given; [ ] = dose if it differs, or a comment. Unless noted, calls follow the shape of the dose curve; as a rule, active = well fitted curve in the direction sought with a large enough effect; inconclusive = small, poorly fitted or top-dose-only effect, or another doubt; inactive = no such curve, though single readings can be large; an effect the other way counts as inactive or inconclusive.
(1) Cc1ccc(S(=O)(=O)NCCC(=O)Nc2ccc3c(c2)OCO3)cc1
(2) CC(=O)Oc1c(Sc2ccccc2[N+](=O)[O-])c(C)nn1C(C)(C)C
(3) CCOc1ccc(NC(=O)c2oc3ccccc3c2NC(=O)Cc2ccc(OC)c(OC)c2)cc1
(4) Cc1cccc(NC2=NC(C)(C)N=C(N)N2)c1
(5) CC(=O)c1csc(Nc2ccccc2Cl)n1
(6) O=C(Nc1ccc(Br)cc1)c1ccc(N2C(=O)C3CCCCC3C2=O)cc1 (stereo unspecified)

screen / no.,1,2,3,4,5,6
IL2 activator,-2.5,-0.1,.,-0.2,2.0,-0.8
WRN inhibitor,-34.0%[57.1 µM],-4.6%,.,-15.3%[57.1 µM],-7.6%,-24.2%
DRD3 antagonist,?,-5.4,.,13.6,2.3,-8.6
GLP1R inv ag,-14.5%,?,-2.1%,?,9.9%,-22.5%
DRD3 agonist,-4.8,-6.3,8.6,0.2,5.3,0.3
PI5P4Ka inh,1.6,0.3,.,0.9,0.3,4.1
GLP1R cytotox,4.0%,-8.4%,-13.9%,-7.1%,-4.7%,-1.0%
PLK1 PBD block,-14.1%,-27.3%,.,-7.1%,3.8%,1.8%
GLP1R ag,7.9%,-2.8%,9.3%,-0.6%,9.6%,-12.6%

(7) O=C(CNC(=O)c1ccco1)NCc1nc2ccccc2[nH]1
(8) COc1ccc(CC(=O)Nc2ccc(/C(C)=N\NC(=O)c3ccc(Br)o3)cc2)cc1
(9) Cc1cc(C)c(OCC(=O)N/N=C/c2ccco2)c(C)c1
(10) O=C(NNC(=S)NC(=O)c1ccccc1)c1ccc([N+](=O)[O-])cc1
(11) CSc1ccc(CN2CCN(C3CCCC3)C(CCO)C2)cc1 (stereo unspecified)
(12) O=C(CCCCCn1c(=S)[nH]c2ccc(N3CCOCC3)cc2c1=O)NC1CCN(Cc2ccccc2)CC1

screen / no.,7,8,9,10,11,12
IL2 activator,1.2,0.6,-1.2,0.9,-1.2,-0.3
WRN inhibitor,10.2%,-6.7%,-13.6%,2.9%,-12.4%,-3.5%
DRD3 antagonist,5.2,-4.3,33.7,23.5,-3.9,-17.4
GLP1R inv ag,6.6%,-8.1%,?,-24.6%,?,6.2%[0.307 µM]
DRD3 agonist,2.4,-1.5,1.7,2.7,-19.9,-14.7
PI5P4Ka inh,-5.0,0.2,7.1,-9.3,6.3,2.8
GLP1R cytotox,?,19.4%,24.2%,-9.5%,-26.3%,-5.7%[0.307 µM]
PLK1 PBD block,1.8%,-5.2%,-8.5%,26.7µM*,-0.7%,-10.7%
GLP1R ag,0.0%,4.9%,19.6%,-1.5%,-4.0%,1.1%

(13) Cc1ccc(NC(=O)c2cc(=O)c3ccccc3o2)cc1
(14) O=C(Nc1ncn[nH]1)c1cc(S(=O)(=O)Nc2cccc(C(F)(F)F)c2)ccc1Cl
(15) O=[N+]([O-])c1ccccc1/C=C/CN1CCCC(CO)C1 (stereo unspecified)
(16) O=C1COc2ccc(S(=O)(=O)CCC(=O)N3CCN(c4ccccc4)CC3)cc2N1
(17) O=c1[nH]c(-c2ccccc2)ncc1Oc1ccccc1
(18) O=C(O)c1ccc(CN2C[C@@H](CO)O[C@@H](n3cnc4c(NCc5ccco5)ncnc43)C2)cc1

screen / no.,13,14,15,16,17,18
IL2 activator,-2.9,0.3,-0.5,-1.4,0.9,-0.1
WRN inhibitor,6.9%,-3.6%,6.5%,6.0%,-0.4%,3.8%
DRD3 antagonist,-23.0,-0.6,-76.0*,12.9,14.7,-9.5
GLP1R inv ag,-25.1%,-1.7%[7.66 µM],1.0%,6.8%,1.2%,5.0%
DRD3 agonist,-6.5,-3.5,-11.4,-4.6,3.8,2.2
PI5P4Ka inh,-0.9,1.3,-0.7,0.4,-0.2,0.0
GLP1R cytotox,-35.2%,1.2%[7.66 µM],14.7%,-1.1%,1.9%,0.5%
PLK1 PBD block,-0.6%,4.2%,-6.2%,-8.0%,0.2%,1.5%
GLP1R ag,-2.8%,0.1%,-1.8%,5.3%,1.1%,-0.5%

(19) CC(C)(C)CC(=O)NC(=S)Nc1ccccc1[N+](=O)[O-]
(20) Cc1ccc(CN(C)C(=O)c2cc(COc3ccc(F)cc3Cl)on2)o1
(21) COc1c(C(=O)Nc2ccc(CN3CCOCC3)cc2)cc2ccccc2c1Br
(22) C/C(=N\NC(=S)Nc1ccccc1C)C1Cc2ccccc2C(=O)O1 (stereo unspecified)
(23) CC(C)(C)OC(=O)N1CCC[C@H]1C(=O)N1CCC[C@H]1C(=O)NCc1ccc(F)cc1F
(24) N=C(N)c1ccc(Cl)cc1

screen / no.,19,20,21,22,23,24
IL2 activator,-1.6,-3.7,1.1,-0.6,-0.3,-0.4
WRN inhibitor,5.4%,-7.8%,-9.5%,-10.5%,9.7%,?
DRD3 antagonist,-10.9,2.7,-15.9,-1.9,11.1,2.2
GLP1R inv ag,?,?,?,?,21.7%,1.7%
DRD3 agonist,-2.5,5.0,0.0,-1.7,1.8,5.5
PI5P4Ka inh,1.6,?,0.7,5.8,0.2,1.2
GLP1R cytotox,-5.9%,-2.6%,5.1%,?,2.3%,0.8%
PLK1 PBD block,-0.9%,15µM*,-7.7%,-15.1%,3.8%,-1.6%
GLP1R ag,-0.2%,22.7%,6.2%,31.3%,-0.5%,9.8%

(25) CC(C)(C)OC(=O)NNC(=O)c1cccs1
(26) Cc1ccc(NC(=O)c2cc(=O)c3ccccc3o2)cc1S(=O)(=O)N1CCCCC1
(27) CCOC(=O)Cc1csc(NC(=O)c2ccc(N3CCOCC3)cc2[N+](=O)[O-])n1
(28) COc1ccc2c(=O)c(Oc3ccc(C(=O)O)cc3)c(C(F)(F)F)oc2c1
(29) S=c1[nH]nc(-c2ccc(Cl)cc2Cl)n1-c1ccc2c(c1)OCCO2
(30) O=C(NC1CC1)C1CC(=O)N(c2cccc(Cl)c2)C1 (stereo unspecified)

screen / no.,25,26,27,28,29,30
IL2 activator,0.0,-1.2,0.0,0.7,0.2,-3.1
WRN inhibitor,16.5%,-25.6%,-6.1%,-1.0%,-13.7%,10.2%
DRD3 antagonist,2.1,25.3,-5.2,3.8,-4.3,-1.6
GLP1R inv ag,10.2%,?,-16.4%,?,25.5%,5.7%
DRD3 agonist,0.4,4.4,-0.8,-0.2,-15.0,0.5
PI5P4Ka inh,0.4,-0.9,-21.5,7.6,-16.0,2.3
GLP1R cytotox,13.3%,?,-17.3%,6.2%,0.9%,4.7%
PLK1 PBD block,-1.3%,0.4%,0.4%,-2.9%,26.7µM*,-2.5%
GLP1R ag,12.2%,-3.5%,-2.4%,-1.0%,1.9%,2.8%

(31) Nn1cnnc1N/N=C/c1cccc(Cl)c1Cl
(32) O=C(CC12CC3CC(CC(C3)C1)C2)NC(=S)NCc1ccco1
(33) COc1ccc(/C=N/NC(=O)CC(=O)NCCc2ccccc2)cc1OC
(34) COc1ccc(N(C(C)C(=O)Nc2cccnc2)S(C)(=O)=O)cc1 (stereo unspecified)
(35) Cc1cc(C(F)(F)F)nn1CC(=O)NNC(=S)NCC(C)C
(36) O=C(NNc1ccccc1)C(=O)NNc1ccccc1

screen / no.,31,32,33,34,35,36
IL2 activator,0.2,-0.6,-4.4,0.9,-0.4,1.0
WRN inhibitor,-4.9%,-11.9%,-20.6%,1.7%,11.1%,0.4%
DRD3 antagonist,19.8,?,-12.4,-11.3,8.3,-15.9
GLP1R inv ag,10.3%,?,45.6%[activator],6.1%[7.66 µM],0.0%,?
DRD3 agonist,-4.0,-17.0,-3.6,2.8,4.7,-11.1
PI5P4Ka inh,5.1,0.9,2.0,-0.9,.,4.5
GLP1R cytotox,-19.4%,?,26.4%,6.0%[7.66 µM],6.0%,-13.0%
PLK1 PBD block,-4.3%,-17.5%,-9.1%,-4.9%,0.3%,-10.3%
GLP1R ag,-7.5%,10.2%,5.7%,10.3%,-7.6%,0.0%

(37) CC1(C(=O)Nc2cccc(Oc3ccccc3)c2)CCN1C1Cc2ccccc2C1 (stereo unspecified)
(38) COc1ccc(-c2csc(NC(=S)NC(=O)/C=C/c3ccc(C(C)C)cc3)n2)cc1OC
(39) COc1ccc(C2(c3ccc(OC)cc3)NC(=O)N(CC(=O)NCC(F)(F)F)C2=O)cc1
(40) Cn1cnc([N+](=O)[O-])c1S(=O)(=O)Oc1ccccc1
(41) Nc1ncc(-n2cncn2)c(-c2ccccc2)n1
(42) C1CCN(CCC2CCCCN2)CC1 (stereo unspecified)
(43) COc1ccc(CNC(=O)c2cc(-c3ccncc3)nc3c(C)cc(C)cc23)cc1OC
(44) O=C(NCc1ccc(F)cc1)c1cc(-c2ccco2)on1
(45) COc1ccc(NC(=O)COc2ccc(N(C)S(=O)(=O)c3ccc(Cl)cc3)cc2)cc1OC

screen / no.,37,38,39,40,41,42,43,44,45
IL2 activator,0.9,-1.8,-1.4,-1.0,-0.3,-1.6,-5.4,-1.4,-0.6
WRN inhibitor,-7.2%,?,-0.1%,?,-27.6%,-9.6%,-18.3%,-13.8%,-5.8%
DRD3 antagonist,13.8,9.8,-7.9,-83.8*,1.3,20.0,24.7,-17.0,3.9
GLP1R inv ag,?,10.8%,-7.1%,?,10.6%,20.7%,?,0.0%,?
DRD3 agonist,5.6,15.1,-0.7,-14.9,-2.6,-6.1,8.4,-5.6,-1.4
PI5P4Ka inh,20.9,-2.6,-6.0,2.6,1.9,-20.0,-8.1,.,-4.3
GLP1R cytotox,0.8%,-5.0%,4.0%,?,0.9%,3.9%,?,-10.4%,-25.4%
PLK1 PBD block,-4.7%,-9.7%,-2.6%,?,-8.5%,4.9%,-5.1%,-6.5%,-6.7%
GLP1R ag,4.6%,5.7%,5.1%,0.3%,8.0%,0.0%,21.5%,-18.7%,7.8%

# Compound profiles, from the list above. Screens in order: IL2 activator	WRN inhibitor	DRD3 antagonist	GLP1R inv ag	DRD3 agonist	PI5P4Ka inh	GLP1R cytotox	PLK1 PBD block	GLP1R ag
# COc1ccc(NC(=O)COc2ccc(N(C)S(=O)(=O)c3ccc(Cl)cc3)cc2)cc1OC is listed as -0.6	-5.8%	3.9	?	-1.4	-4.3	-25.4%	-6.7%	7.8%
# N=C(N)c1ccc(Cl)cc1 is listed as -0.4	?	2.2	1.7%	5.5	1.2	0.8%	-1.6%	9.8%
